High-throughput results from PubChem BioAssay.
TSG101-PTAP inh = qHTS Assay for Iinhibitors of HIV-1 Budding by Blocking the Interaction of PTAP/TSG101; Potency, µM (highest dose often 115 µM), for inactives: at the highest dose activity change, negative = inhibition, most hits filed as inhibitors; Fluorescence polarization, FITC-PTAP peptide / Tsg101 binding; 340,000 tested, under 10 active; Tumor susceptibility gene 101 protein (Homo sapiens), Q99816; AID 493005, 2010; active = well fitted inhibition curve with a large enough effect in the main read-out, with a control signal flat, not every such curve was filed as active; inconclusive = small, poorly fitted or top-dose-only effect, or effect the other way, or a change in a side signal; inactive = no such curve, though single readings can be large or run the other way; note: potency is the fitted concentration of half-maximal effect; % of control where 0% means no effect
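Tsg101 binding domain (10 uM final) was mixed with compound and a FITC-labeled PTAP peptide (50 nM final) in HEPES pH 7.5 buffer with NaCl, Tween 20, EDTA and TCEP; fluorescence polarization was read after 20 min at r.t.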
AT treatment = qHTS Assay for Identifying a Potential Treatment of Ataxia-Telangiectasia; […] A-T fibroblasts, KAP-1 phosphorylation AlphaLISA; neocarzinostatin DNA damage 30 min before lysis; Potency, µM (doses to about 57.5 µM), for inactives: at the highest dose activation, most hits filed as activators; 0.19% of 320,000 active; AID 485349, 2010; note: potency is the fitted concentration of half-maximal effect; % of control where 0% means no effect; nearly all actives have a fitted effect of over 45% in size
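hTERT-immortalized A-T patient fibroblasts ([…]), 500 cells/well in OPTI-MEM, 1% FBS, got compounds for 60 min, then NCS for 30 min at 37C. Lysates were then assayed for phospho-KAP-1 by AlphaLISA (anti-pKAP1 donor, anti-KAP1 acceptor beads), 6 hr at 25C.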
Menin MLL FP TR = qHTS Assay for Inhibitors Targeting the Menin-MLL Interaction in MLL Related Leukemias: Competition With Texas Red Labeled MLL-derived Mutant Peptide | O00255 | Menin + Texas Red MLL mutant peptide, fluorescence polarization | Potency, µM (doses to about 61.6 µM), without a hit: at the highest dose FP activity change, negative = inhibition, hits mostly inhibitors | 0.23% of 270,000 active | AID 1768, 2009; active = well fitted inhibition curve with a large enough effect in the polarisation, with a control signal flat, not every such curve was filed as active; inconclusive = small, poorly fitted or top-dose-only effect, or effect the other way, or a change in a side signal; inactive = no such curve, though single readings can be large or run the other way; the % refers to the polarisation; note: potency is the fitted concentration of half-maximal effect; % of control where 0% means no effect; many of its hits are not listed in these tables
TSHR antag = Antagonists of the Thyroid Stimulating Hormone Receptor: HTS campaign | activity change, negative = inhibition, % at 11.5 µM | 0.2% of 330,000 active | TSHR-expressing cells, TSH-stimulated cAMP HTRF, 2 h; hits give low values | Thyrotropin receptor (Homo sapiens), P16473 | AID 504810, 2011;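 active = activity change below a set negative limit, meaning inhibition stronger than a set level, cut at about -70% in these data; inconclusive = activity change between two set negative limits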; note: % is set by controls: 0 for no effect and ±100 for the full control effect
Target sequence (P16473 whole entry, looked up): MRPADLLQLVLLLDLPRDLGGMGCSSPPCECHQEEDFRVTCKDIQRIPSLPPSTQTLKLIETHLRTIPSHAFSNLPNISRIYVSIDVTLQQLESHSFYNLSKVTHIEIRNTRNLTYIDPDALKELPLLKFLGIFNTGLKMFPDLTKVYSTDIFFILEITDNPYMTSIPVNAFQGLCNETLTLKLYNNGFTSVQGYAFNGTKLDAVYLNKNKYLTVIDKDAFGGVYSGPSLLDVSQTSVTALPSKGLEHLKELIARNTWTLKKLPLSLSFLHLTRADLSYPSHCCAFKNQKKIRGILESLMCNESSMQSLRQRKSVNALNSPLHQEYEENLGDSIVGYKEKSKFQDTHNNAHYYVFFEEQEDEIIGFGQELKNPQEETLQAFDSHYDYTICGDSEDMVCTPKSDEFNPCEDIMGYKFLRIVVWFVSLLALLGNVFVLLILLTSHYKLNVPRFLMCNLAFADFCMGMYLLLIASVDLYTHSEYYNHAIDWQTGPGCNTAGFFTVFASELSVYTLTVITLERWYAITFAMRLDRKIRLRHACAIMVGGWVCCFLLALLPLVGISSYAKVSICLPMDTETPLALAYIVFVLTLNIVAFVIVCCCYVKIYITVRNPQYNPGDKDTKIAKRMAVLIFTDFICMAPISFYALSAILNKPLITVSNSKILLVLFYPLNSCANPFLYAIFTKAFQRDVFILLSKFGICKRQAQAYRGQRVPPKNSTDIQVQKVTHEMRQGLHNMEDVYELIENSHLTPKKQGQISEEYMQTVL
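Antagonism was scored as loss of TSH-driven cAMP in TSHR cells, stimulated with 4nM TSH (EC80) for 2 hours at 37 deg C and detected by homogeneous HTRF competition immunoassay.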
MBNL1 CUG block = qHTS Assay for Inhibitors of MBNL1-poly(CUG) RNA binding | Potency, µM (doses to about 57.5 µM), inactives show at the highest dose activity change, negative = inhibition, hits mostly inhibitors | 0.036% of 280,000 active | Muscleblind-like protein 1 (Homo sapiens), Q9NR56 | TR-FRET MBNL1-His/biotin-(CUG)12 binding, 665/545 ratio | AID 2675, 2010; active = well fitted inhibition curve with a large enough effect in the signal ratio, with a control signal flat, not every such curve was filed as active; inconclusive = small, poorly fitted or top-dose-only effect, or effect the other way, or a change in a side signal; inactive = no such curve, though single readings can be large or run the other way; the % refers to the signal ratio; note: potency is the fitted concentration of half-maximal effect; % is set by controls: 0 for no effect and ±100 for the full control effect
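His-tagged MBNL1 binding to biotinylated (CUG)12 RNA was measured by TR-FRET using terbium anti-His antibody (0.055 ng/ul final) and streptavidin-XL665 (5 nM final). Compounds were titrated 92 nM to 58 uM; 60 min at room temperature.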
TCR activator = Activators of T cell receptors: qHTS campaign; primary human leukocytes, anti-CD3, IL-2 HTRF, 48 h; Potency, µM (highest dose often 9.22 µM), for inactives: at the top dose activation of IL-2 secretion, hits mostly activators; 330,000 tested, under 10 active; AID 504894, 2011; note: % of control where 0% means no effect
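Primary human leukocytes receive a-CD3 beads and test compound and are incubated 48 hr. Secreted IL-2 is then assayed by HTRF, measuring 665nm acceptor emission after 320nm excitation of the europium donor.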
ASM inhibitor = Inhibitors of Secretory Acid Sphingomyelinase (S-ASM): qHTS. 0.006% of 340,000 active. Potency, µM (series often up to 57.5 µM), for inactives: at the highest dose activity change, negative = inhibition, most hits filed as inhibitors. Sphingomyelin phosphodiesterase (Homo sapiens), P17405. placental ASM, HMU-PC fluorogenic substrate, 60 min; note: potency is the fitted concentration of half-maximal effect
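Steps: dispense placental human ASM, pin compound, wait 10 min at room temperature, add HMU-PC0 substrate at 9 uM final, incubate 60 min at 37 °C, add stop solution raising pH to 10, read fluorescence.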
Integrin act MD = qHTS for Activators of Integrin-Mediated Alleviation for Muscular Dystrophy. Potency, µM (highest dose often 38.3 µM), without a hit: at the top dose activation, most hits filed as activators. alpha7betagal myoblasts, beta-gal FDG fluorescence, 48 h. AID 624291, 2012. 0.064% of 350,000 active;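 note: potency is the fitted concentration of half-maximal effect; 100% = response of the positive control SU9516; nearly all actives have a fitted effect of over 60% in size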
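Alpha7betagal+/- myoblasts (passage 13) were plated 16-24 hr, then exposed to compounds (1:260 dilution of DMSO stock) for 48 hours at 37C. After MPER lysis, β-galactosidase reporter activity was read as FDG fluorescence (ex 480/em 540) after 30 minutes.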
MLL CXXC-DNA inh = qHTS Fluorescence Polarization Assay for Inhibitors of MLL CXXC domain - DNA interaction; MLL-CXXC / FITC-HOXA9 DNA fluorescence polarization; Potency, µM (titrated, usually from 115 µM), without a hit: top-dose activity change, negative = inhibition, actives largely listed as inhibitors; AID 2662, 2010; Histone-lysine N-methyltransferase 2A (Homo sapiens), Q03164; 0.037% of 290,000 active; active = well fitted inhibition curve with a large enough effect in the polarisation, with a control signal flat, not every such curve was filed as active; inconclusive = small, poorly fitted or top-dose-only effect, or effect the other way, or a change in a side signal; inactive = no such curve, though single readings can be large or run the other way; the % refers to the polarisation; note: potency is the fitted concentration of half-maximal effect
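Steps: dispense CXXC domain solution (7 uM) → pin compounds or unlabeled HOX-A9 DNA control → 5 min ambient → add FLSN-HOX-A9 solution (50 nM) → spin → 30 min ambient → fluorescence polarization. Tris pH 7.5/NaCl/DTT/BSA buffer.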
Mito fusion act = qHTS Assay for Small Molecule Inhibitors of Mitochondrial Division or Activators of Mitochondrial Fusion. S. cerevisiae fusion-defective mutant growth rescue, CellTiterGlo 48 h. Potency, µM (series often up to 46.1 µM), for inactives: at the top dose growth rescue (activation), hits mostly activators. 0.23% of 320,000 active. AID 485298, 2010;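 note: potency is the fitted concentration of half-maximal effect; % of control where 0% means no effect; nearly all actives have a fitted effect of over 45% in size; temperature-sensitive fusion mutants such as fzo1-1 at 37 °C on non-fermentable ethanol glycerol medium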
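Growth-rescue viability read-out: after 48 h at the non-permissive 37C in glycerol/ethanol YPEG, yeast mitochondrial fusion mutants are measured by CellTiterGlo luminescence; compounds (23 nl pinned per well) restoring growth score as division inhibitors or fusion activators.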
An asterisk follows results filed as active; ? = inconclusive; / = not tested or not shown; [ ] = another dose, or the depositor's remark. Unless noted, calls come from the whole dose curve; as a rule, active = well fitted curve in the direction sought with a large enough effect; inconclusive = small, poorly fitted or top-dose-only effect, or another doubt; inactive = no such curve, though single readings can be large; an effect the other way counts as inactive or inconclusive.

| SMILES | TSG101-PTAP inh | AT treatment | Menin MLL FP TR | TSHR antag | MBNL1 CUG block | TCR activator | ASM inhibitor | Integrin act MD | MLL CXXC-DNA inh | Mito fusion act |
| --- | --- | --- | --- | --- | --- | --- | --- | --- | --- | --- |
| CCOC(=O)c1c(NC(=O)COC(=O)c2ccc([N+](=O)[O-])cc2)sc(C(=O)N(C)C)c1C | 0% | 5% | / | -11 | / | 5% | -9% | 6% | / | -3% |
| COC(=O)C(C(=O)OC)N1C(=O)CCC1=O | 2% | 0% | -5% | -1 | -1% | 0% | 3% | -8% | 5% | 2% |
| Cc1cc(C(F)F)n2ncc(C(=O)O)c2n1 | -7% | 6% | -5% | 6 | 0% | / | 3% | -8% | -6% | -2% |
| COc1cc(CC(=O)OCC(=O)c2ccc3c(c2)OCCO3)cc(OC)c1OC | 0% | -1% | 15% | 6 | -5% | 5% | 1% | -9% | 17% | 0% |
| Nc1nonc1-n1nnc(C(=O)N/N=C/c2ccc(OCc3cccc(Cl)c3)cc2)c1CN1CCCCC1 | -1% | -4% | 12% | 0 | -2% | -9% | -17% | -28% | -12% | -2% |
| COc1ccc(C2C(C(=O)c3ccc(C)o3)=C(O)C(=O)N2Cc2cccnc2)cc1 (stereo not drawn) | -4% | 9% | 10% | -1 | 26% | -6% | 1% | 28% | 4% | -5% |
| Cc1c(OC(C)C(=O)NCc2cccnc2)ccc2c3c(c(=O)oc12)CCCC3 (stereo not drawn) | -3% | 3% | / | -5 | 4% | -7% | 19% | 21% | 29% | -6% |
| CN1CCN(C(=O)c2ccc3c(c2)N(Cc2ccc(Cl)cc2)C(=O)c2ccccc2S3=O)CC1 (stereo not drawn) | 0% | 5% | -11% | 3 | 5% | 1%[46.1 µM] | 4% | 14% | -6% | -3% |
| COc1cc(Br)c(C(C)NC(=O)c2cccc(Br)c2)cc1OC (stereo not drawn) | -3% | -3% | 20% | 15 | 0% | / | -2% | -8%[7.66 µM] | -1% | 11% |
| Cc1cc(C)n(-c2ccc(C(=O)Nc3cccnc3)cc2)n1 | -3% | -8% | / | 9 | 7% | 8% | 3% | -1% | 7% | 6% |
| Cc1nc(C(F)(F)F)ccc1C(=O)Nc1ccc(C(F)(F)F)cn1 | -4% | 5% | / | -4 | / | 5% | 3% | ? | -8% | 4% |
| COc1cc(NC(=O)CSc2ccc3c(c2)OCCO3)cc(OC)c1OC | -1% | 9% | 6% | -2 | 5% | -1% | 1% | -25% | -13% | -1% |
| CC1CCN(c2ccccc2N)CC1 | -3% | -10% | 5% | 5 | -3% | 7% | -1% | -4% | -3% | -2% |
| CN1CCN(c2nc3c(c(=O)[nH]c(=O)n3C)n2CCCSc2ncccn2)CC1 | -1% | -6% | -3% | -4 | 0% | 3% | 1% | -7% | 15% | 3% |
| O=C(CCCn1c(=O)oc2ccccc21)NC1CCCCCC1 | / | -1% | -5% | 5 | -2% | / | / | / | 5% | -2% |
| COc1ccc(N(CC(=O)N/N=C(\C)c2ccccc2)S(=O)(=O)c2ccccc2)cc1 | 0% | -12% | ? | 4 | -5% | -2% | 3% | ? | -3% | 8% |
| COC(=O)c1sc2ccccc2c1NC(=O)c1coc2ccccc2c1=O | -1% | 3% | -10% | -4 | -6% | 5%[46.1 µM] | 67%[activator] | 19% | 5% | -6% |
| Cc1ccc(-n2nc(C(=O)N3CCOCC3)cc2-c2ccc(Cl)cc2)cc1 | -1% | -4% | -13% | 16 | 3% | -7% | ? | -1% | -2% | 4% |
| C/C(=N\N=C(/N)SC1CC(=O)N(c2ccc(Br)cc2)C1=O)c1cccs1 (stereo not drawn) | ? | -1% | ? | -5 | -10% | 7% | ? | 29% | -8% | -13% |
| C/C(=N\NC(=O)c1ccncc1)c1cccs1 | -5% | 2% | 1% | 0 | 4% | -1% | 3% | 36% | 5% | -13% |
| CCOc1ccc(Cl)cc1/C=N/NC(=O)c1ccccc1 | 1% | ? | -4% | 13 | -14% | 0%[46.1 µM] | -1% | 19% | 11% | 14% |
| O=C(NCC1CCCO1)c1ccc2c(c1)C(=O)N(c1cccc([N+](=O)[O-])c1)C2=O (stereo not drawn) | -1% | 3% | 8% | -9 | ? | 5% | 1% | 21% | 3% | 5% |
| NS(=O)(=O)c1cccc(Nc2nc3ccccc3nc2NS(=O)(=O)c2ccc(Cl)cc2)c1 | -6% | 13% | / | -36 | / | -2% | 72%[activator] | 44% | / | / |
| Cc1cc(C)nc(NS(=O)(=O)c2ccc(CC(C)C)cc2)c1 | -6% | -1% | / | 4 | -5% | 12% | -2% | 11% | 10% | 3% |
| Cc1cccc(N=C2NN=C(c3ccccc3F)CS2)c1C | -2% | -3% | 1% | -2 | 5% | -4% | -1% | -9% | 14% | -3% |
| CSc1cccc(NC(=S)N(CCC(C)C)C(C)c2ccncc2)c1 (stereo not drawn) | -4% | -14% | / | -3 | -8% | -4% | 0% | -21% | 13% | 4% |
| CCN(CC)C(=O)Oc1ccc2ccccc2c1Br | -1% | 19% | -3% | -11 | 2% | -4% | 0% | -23% | 0% | 4% |
| Cc1ccc(/C=N/n2c(COc3ccccc3)n[nH]c2=S)cc1 | -5% | -5% | 29% | -7 | -3% | 3% | -4% | -48%[inhibitor] | 12% | -4% |
| CCOc1ccc(N(CC(=O)NCc2cccs2)S(=O)(=O)c2c(C)noc2C)cc1 | -7% | 11% | -2% | -4 | -9% | 6% | -1% | -8% | -2% | 1% |
| Cc1ccc(NC(=S)N(Cc2ccco2)C(C)c2cccs2)c(Cl)c1 (stereo not drawn) | -3% | 0% | 14% | 3 | 0% | -5% | -7% | -6% | -4% | 9% |
| Nc1c2c(nc3ccn(Cc4ccccc4)c(=O)c13)CCC2 | -1% | 2% | -11% | 4 | -1% | -6% | -1% | -21% | -2% | 16% |
| COCCn1c(=O)[nH]c2cc(C(=O)NCCN3CCN(c4ccccc4F)CC3)ccc2c1=O | -3% | 1% | 2% | 6 | 0% | 0% | 328%[activator] | 3% | 2% | -2% |
| Cc1cc(C(=O)CSc2nnc(-c3cccs3)o2)c(C)n1-c1ccccc1 | 0% | -3% | 2% | ? | -1% | -1% | 0% | -5% | 14% | 6% |
| N#Cc1c(NC(=O)CCCl)sc2c1CCCCC2 | -1% | -3% | ? | 6 | / | 11% | 0% | -54%[inhibitor] | -1% | 5% |
| CO[C@H]1O[C@H](C)[C@@H](O)C[C@H]1NC(=O)OCc1ccccc1 | -2% | 3% | 5% | 10 | -12% | -1% | 1% | 21% | 8% | 3% |
| COc1ccc(C2C(C(=O)NCCN3CCOCC3)c3ccccc3C(=O)N2C2CCCCC2)cc1 (stereo not drawn) | -3% | -1% | -14% | -2 | 0% | -2%[46.1 µM] | 2% | -37% | 0% | -4% |
| CC(C)c1ccc(C2CC(=O)N3CN(Cc4ccco4)CSC3=C2C#N)cc1 (stereo not drawn) | 0% | 6% | 20% | -12 | 5% | -4% | -6% | -7% | -3% | 3% |
| CN(C)S(=O)(=O)N1CCc2ccccc2C1 | -1% | 5% | 1% | -1 | 15% | 1% | 2% | 9% | 4% | 2% |
| O=C(CNCc1ccco1)Nc1cc(S(=O)(=O)N2CCOCC2)ccc1N1CCCC1 | -3% | -3% | -14% | 5 | 0% | -1% | -1% | 4% | 14% | 8% |
| O=C(O)C1C2CCCCC2=C2CCCCC2C1C(=O)c1ccccc1 (stereo not drawn) | -8% | -1% | / | 5 | / | -1% | -1% | ? | 6% | 5% |
| CCOC(=O)C1C(=O)NC(C(=O)OCC)(C(=O)OCC)C1CC (stereo not drawn) | -2% | / | / | / | / | 0% | 4% | 0% | / | / |

These rows are one share of the data; the hit share may differ from the screen's.
